Bioassay records as filed in PubChem.
Hck Nef HTS = inhibitors of Nef-activated human Hck kinase, primary screen, biochemical, Z-Lyte FRET, 384-well, Hck-YEEI; Tyrosine-protein kinase HCK (Homo sapiens), P08631; Recombinant Hck-YEEI plus Nef, Z-Lyte FRET kinase assay; inhibition, % at 20 µM; actives 0.68% (n = 220,000); AID 463187, 2010;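 active = Hck-Nef kinase inhibition above about 50%, limit read from the data; inactive = inhibition below that limit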;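 note: 0% = DMSO with Hck plus Nef and 100% = Hck alone without Nef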
Runt-SMMHC FRET = inhibitors of RUNX1 Runt–CBFb-SMMHC binding, primary screen, biochemical, FRET, Cerulean-Runt, Venus-CBFb-SMMHC, uHTS | actives 0.74% (n = 220,000) | AID 1434, 2008 | Runt-related transcription factor 1 (Homo sapiens) + Core-binding factor subunit beta … | inhibition, % at 20 µM | Cerulean-Runt/Venus-CBFb-SMMHC FRET ratio 530/480, 1 h;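 active = mean inhibition across duplicate retests at 20 µM reaching about 50%, limit read from the data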;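 note: 0% = DMSO wells and 100% = wells with excess untagged CBFb-SMMHC; inhibitors lower the FRET ratio by blocking Runt binding to CBFb-SMMHC; some results filed as inactive read as strong as hits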
Runt-CBFb FRET = inhibitors of RUNX1 Runt–CBFb binding, primary screen, biochemical, FRET, Cerulean-Runt, Venus-CBFb, uHTS. inhibition, % at 20 µM. Cerulean-Runt/Venus-CBFb FRET ratio 530/480, 1 h. Runt-related transcription factor 1 (Homo sapiens) + Core-binding factor subunit beta …. AID 1496, 2009. actives 0.46% (n = 220,000);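 active = inhibition over about 50% at 20 µM in the single-dose screen, limit read from the data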;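 note: 0% = DMSO wells and 100% = excess unlabeled CBFb competitor control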
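test system = Cerulean-tagged RUNX1 Runt domain (FRET donor) fusion protein | reagent = Venus-CBFb binding partner, 100 nM | incubation = protein complex preformed 1 h, compound exposure 1 h, room temperature, dark | detection = FRET fluorescence | read-out basis = loss of energy transfer signal | controls = 5 µM unlabeled CBFb as full-inhibition high control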
MDM2 E3 inh = MDM2-luciferase reporter signal enhancers, primary screen, MDM2 E3 ligase inhibitor project, cell-based, luminescence, 1536-well | E3 ubiquitin-protein ligase Mdm2 (Homo sapiens), Q00987 | cell-based MDM2 ubiquitination luciferase reporter, 2 h; 0 = plate control, 100 = twice control, blank-subtracted | signal enhancement, % at 5 µM | actives 0.11% (n = 210,000) | AID 1230, 2008;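 active = signal enhancement of 30% or more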;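 note: luminescence tracks abundance of the self-degrading MDM2-luciferase fusion protein; higher signal means inhibition of MDM2 E3 ligase activity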
Target sequence (Q00987 whole entry, looked up, the tested form may be a part): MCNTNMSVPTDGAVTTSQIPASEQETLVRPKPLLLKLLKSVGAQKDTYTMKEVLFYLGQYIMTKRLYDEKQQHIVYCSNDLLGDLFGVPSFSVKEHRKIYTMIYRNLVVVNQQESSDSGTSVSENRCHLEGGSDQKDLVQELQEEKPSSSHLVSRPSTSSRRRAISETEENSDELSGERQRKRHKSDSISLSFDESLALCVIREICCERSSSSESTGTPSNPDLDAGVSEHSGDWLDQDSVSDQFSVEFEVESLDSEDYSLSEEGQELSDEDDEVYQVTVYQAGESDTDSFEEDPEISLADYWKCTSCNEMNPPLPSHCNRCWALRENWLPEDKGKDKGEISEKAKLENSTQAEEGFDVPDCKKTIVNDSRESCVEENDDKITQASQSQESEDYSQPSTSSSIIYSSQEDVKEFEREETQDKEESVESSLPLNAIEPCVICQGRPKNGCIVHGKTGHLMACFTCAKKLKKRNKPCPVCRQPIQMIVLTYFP
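Timing – 2 h compound exposure at 37 °C · Assay system – mammalian cells stably expressing self-ubiquitinating, self-degrading MDM2 E3–luciferase fusion · Amount – 2000 cells seeded into each well · Measure – % luminescence enhancement versus blank-corrected plate control mean · Measured by – SteadyLite luminescence, 15 min reagent step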
NCF1 inh = p47phox/p22phox peptide binding inhibitors, primary screen, biochemical, uHTS, NADPH oxidase regulatory subunit; fluorescence polarization, 2 h; inhibition, % at 24.7 µM; actives 0.53% (n = 220,000); AID 1274, 2008;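 active = inhibition above about 30%, limit read from the data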;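 note: 0% = p47phox with labelled peptide and 100% = labelled peptide alone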
Target sequence (P14598 whole entry, looked up): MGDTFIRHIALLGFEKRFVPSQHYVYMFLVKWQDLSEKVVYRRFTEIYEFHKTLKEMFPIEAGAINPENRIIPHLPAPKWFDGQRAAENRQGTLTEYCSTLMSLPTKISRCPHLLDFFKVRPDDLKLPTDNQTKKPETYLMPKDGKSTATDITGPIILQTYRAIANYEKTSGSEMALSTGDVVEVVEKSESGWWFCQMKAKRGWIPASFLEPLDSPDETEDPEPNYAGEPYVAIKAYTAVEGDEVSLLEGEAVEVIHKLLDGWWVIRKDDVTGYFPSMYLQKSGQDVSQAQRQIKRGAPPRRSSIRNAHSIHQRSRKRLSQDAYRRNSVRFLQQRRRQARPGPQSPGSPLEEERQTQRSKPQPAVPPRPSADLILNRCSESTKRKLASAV
14-3-3 Bad inh = inhibitors of 14-3-3 zeta/Bad binding, primary screen, biochemical, TR-FRET, bovine 14-3-3 zeta; 14-3-3 protein zeta/delta (Bos taurus), P63103; TR-FRET 14-3-3zeta/Dy647-pBad peptide displacement, 1 h; inhibition, % at 21.7 µM; actives 0.71% (n = 220,000); AID 781, 2007;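 active = inhibition above about 70%, limit read from the data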;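 note: 0% = full 14-3-3 plus peptide FRET controls and 100% = background without 14-3-3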
zVAD death inh = inhibitors of zVAD-triggered necroptosis, primary screen, L929 cells. L929 zVAD necroptosis rescue, ATP luminescence, 24 h; with zVAD 60 µM. viability rescue, % at 10 µM. actives 0.38% (n = 220,000). AID 1377, 2008;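 active = activation, scaled between plate controls, above about 75%, limit read from the data; inactive = activation under that limit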;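 note: 0% = zVAD with DMSO and 100% = DMSO alone without zVAD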
Tb hexokinase = Trypanosoma brucei hexokinase 1 inhibitors, primary screen, biochemical, G6PDH-coupled NADH absorbance, MLSCN library. hexokinase 1 [Trypanosoma brucei]. recombinant TbHK1, G6PDH-coupled NADH A340. inhibition, % at 10 µM. actives 0.11% (n = 220,000). AID 1430, 2008;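 active = inhibition of 50% or more in the single-dose primary screen; inactive = inhibition below 50%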
EBV gp42 inh = Epstein-Barr virus gp42 inhibitors, primary screen, biochemical, uHTS, fluorescence polarization; Glycoprotein 42 (Epstein-Barr virus (strain AG876)), Q1HVG2; Fluorescence polarization binding assay, mP read-out; inhibition, % (tested at 21.74 µM); actives 0.42% (n = 220,000); in the data active = inhibition above about 50%
Target sequence (Q1HVG2 whole entry, looked up): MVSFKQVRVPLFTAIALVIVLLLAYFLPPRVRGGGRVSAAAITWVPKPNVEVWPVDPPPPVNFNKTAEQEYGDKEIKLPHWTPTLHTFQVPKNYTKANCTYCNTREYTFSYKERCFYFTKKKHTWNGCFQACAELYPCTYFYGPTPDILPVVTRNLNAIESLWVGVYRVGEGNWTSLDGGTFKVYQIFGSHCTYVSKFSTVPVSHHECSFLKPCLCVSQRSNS
The depositor's hits bear a star; nt = not tested or not shown; [ ] = remark or other dose.

SMILES	Hck Nef HTS	Runt-SMMHC FRET	Runt-CBFb FRET	MDM2 E3 inh	NCF1 inh	14-3-3 Bad inh	zVAD death inh	Tb hexokinase	EBV gp42 inh
O=C(Nc1ccc(Br)c2cccnc12)c1ccc(Cn2cc([N+](=O)[O-])cn2)o1	1	-7	-10	-12	-16	3	-0.2	-27	-16
CC(=O)C1=C(O)C(=O)N(Cc2cccnc2)C1c1ccc(O)cc1 (stereo not given)	16	0	2	-8	-11	6	1.5	-17	-6
COc1ccc(/C=N/Nc2nnc(Cc3ccccc3)c(=O)[nH]2)cc1	9	-1	0	-6	-6	-2	0.2	-14	1
CN(N)C(=S)Nc1ccc(Cl)cc1	-15	-1	-1	-20	-32	-4	-0.7	-5	-21
CCCc1cc2c(cc1NS(=O)(=O)c1ccc(CCNC(C)=O)cc1)OCO2	3	-6	-1	-14	-1	4[fluorescence artefact?]	-0.1	-3	-1
CC[C@H](C)[C@@H](C(=O)N1CCNCC1)n1cc([C@@H](N)CO)nn1	1	-2	2	nt	-7	2	-0.3	-6	-6
Cc1cc(O)c2c(-c3ccccc3)cc(=O)oc2c1	16	3	1	-28	-14	3	-1.2	-9	-4
COC(=O)CC1C(=O)NCCN1C(=O)NC1CCCCC1 (stereo not given)	10	-1	1	5	10	21	-0.5	1	-3
NC1=NC(=O)CC(C(=O)NCCc2ccccc2)S1 (stereo not given)	3	-2	3	-26	-8	-8	1.0	-1	1
O=C(CCCn1c(=S)[nH]c2ccccc2c1=O)NC1CCCCC1	12	3	-1	-7	-2	-19[fluorescence artefact?]	0.1	-11	-10
Cc1cccc(CN2C(=O)c3ccccc3Sc3ccc(C(=O)NCCN4CCOCC4)cc32)c1	-3	-1	0	-3	-23	-5	0.6	-7	-16
Cc1cc(NCCCN)nc(-c2ccccc2O)n1	1	1	1	-26	-1	-6	0.5	-15	-6
CCOC(=O)c1c(NC(=O)CSc2nnc(C)s2)sc2c1CCCCC2	-1	-10	nt	-2	-11	19	0.5	-17	4
CCC(C)c1ccc(NC(=S)Nc2ccc(OC)cc2)cc1 (stereo not given)	-1	0	4	-6	-6	2	1.1	0	11
CC(C)(C)OC(=O)N1Cc2ccccc2C[C@H]1C(=O)O	0	2	-2	-12	-4	8	1.0	1	-9
COc1cccc(C(=O)Nc2c3c(nn2-c2ccccc2C)CS(=O)C3)c1OC (stereo not given)	2	-1	3	-5	-2	-5	-0.6	-1	-9
O=C(NCCN1CCN(c2ccccc2F)CC1)C1CC(=O)N(C2CCCC2)C1 (stereo not given)	-1	4	0	-13	-5	-4	-0.2	6	-3
CCCCc1ccc(NC(=S)NCCN2CCOCC2)cc1	0	1	-2	-21	3	1	-1.0	-5	-4
C/C(N)=C(/C#N)C(=O)COC(=O)c1cc(-c2ccc(Br)cc2)nc2ccccc12	2	-4	-3	-9	-20	8	0.1	-16	-14
CCOc1ccccc1NC(=O)c1cc(SC)ccc1Cl	24	7	-1	-12	-4	-10	-1.1	-2	-15
O=C(NC(=S)Nc1ccc(S(=O)(=O)Nc2nccs2)cc1)c1ccc(F)cc1	2	4	5	-12	-25	1[fluorescence artefact?]	1.8	14	-4
COCCN(Cc1cc2ccc(C)c(C)c2nc1Cl)C(=O)N1CCOCC1	12	0	-4	-7	1	-7	0.3	3	-8
CCC(C)(C)n1nnnc1C(c1ccc(OC)c(OC)c1)N1CCN(c2ccccc2)CC1 (stereo not given)	0	-3	0	-8	0	-12[fluorescence artefact?]	0.1	1	-10
CC1(c2ccccc2)CC(C)(C)N(C(=O)C2CCCO2)c2ccccc21 (stereo not given)	-2	-1	3	-18	0	0	-0.3	31	-9
O=c1[nH]c2ccccc2c(O)c1-[n+]1ccccc1	15	3	20	-2	-3	0	1.3	-8	-9
CCC(=O)Nc1cc(C(=O)O)ccc1S(=O)(=O)c1ccc(C)cc1	8	2	1	-9	-18	5	nt	21	-2
FC(F)Oc1ccc(NC(=S)NN2CCOCC2)cc1	2	-3	2	-18	-2	-7[fluorescence artefact?]	0.3	0	-1
Nc1nc(SCC(=O)N2CCCCC2)[nH]c(=O)c1NC(=O)c1cccs1	19	-2	0	1	-3	2	1.0	-6	-12
Cc1ccc2sc(C)[n+](CCO)c2c1	0	37	47	-7	-20	-4	-0.1	-1	4
Cc1cc(N2CCN(C)CC2)nc2ccc(NC(=O)CCC(=O)NCCC(C)C)cc12	5	0	-4	2	-10	11	1.3	-7	-4
Cc1ccc(O)c(C=Nc2ccc3[nH]ncc3c2)c1	5	30	20	-12	-15	-3	0.4	-4	-23
Cc1ccc(-c2noc(CCC(N)=O)n2)cc1	-7	3	0	-55	-11	12	1.6	-2	-32
Cc1cc(Oc2ccc(N)cn2)ccc1Cl	19	3	2	-13	-12	0	0.2	-7	-4
C=CCOc1ccc(C2NC(=S)NC(C)=C2C(=O)c2ccccc2)cc1OC (stereo not given)	0	-8	1	-5	-25	-2[fluorescence artefact?]	-0.4	-11	-9
O=C1NC2=C(CCc3ccccc32)C(c2ccc(Br)cc2)N1 (stereo not given)	3	1	1	-5	-10	-5[fluorescence artefact?]	0.1	-14	-15
Nc1nc(SCC(=O)Nc2ccc(Oc3ccccc3)cc2)n[nH]1	8	1	-2	3	-6	-1[fluorescence artefact?]	1.6	4	-8
O=C(Nc1ccccc1C(=O)O)c1cncc(Br)c1	-2	3	-5	-12	-3	47[fluorescence artefact?]	1.3	5	-56
Cc1cccc(C)c1Nc1nnc(SCc2nc3ccccc3c(=O)[nH]2)s1	6	-2	1	-3	-12	-6	-0.4	-3	9
COC(=O)[C@@H]1C[C@@]2(O)[C@H](O)[C@H](O)[C@H](O)C[C@H]2N1CC1CC1	26	3	1	23	-16	-4	-0.6	3	-19
O=C(Nc1nccs1)c1cc(S(=O)(=O)N2CCOCC2)ccc1Cl	nt	2	2	10	8	3	nt	nt	-25
CCOc1cc(C(=O)OCC(=O)c2c(N)n(C)c(=O)n(C)c2=O)cc(OCC)c1OCC	2	0	5	-9	-7	11	-0.4	-6	-15
CSc1ccccc1NC(=S)Nc1ccc(S(N)(=O)=O)cc1	12	-1	0	-7	-1	-21	-0.3	-7	-3
Cc1ncoc1C(=O)N1CCCC(C(=O)c2cccc(OC(C)C)c2)C1 (stereo not given)	17	1	0	-15	0	-5	0.0	-2	-11
FC(F)(F)c1ccc(Cl)c(NC(=S)NC2CC2)c1	5	1	2	3	-8	-6	-0.2	3	-10
CCCCC1(CCCC)NC(=S)N(Nc2ccc(C)cc2)C1=O	2	-2	3	-19	-18	-8	0.1	4	-27
Cc1cc(C)nc(SCC(=O)Nc2ncc3c(n2)CCCC3=O)n1	-1	2	-1	6	-12	-3	-0.1	3	-21
O=C(Cn1ncc(N2CCOCC2)c(Cl)c1=O)c1ccc(Cl)cc1	15	-4	-1	-17	4	-5	3.0	-7	7
O=C(NCc1cccnc1)c1cccn2c(=O)c3sccc3nc12	0	-7	0	5	2	4	0.7	-27	-14
CC(=O)O[C@H]1CC[C@@]2(C)C(CCC3C2CC[C@]2(C)OC(=O)CCC32)C1 (stereo not given in full)	-1	-3	2	-8	2	-5	0.1	0	-21
O=C(NC1CCCCC1)N1CCc2ccccc2C1	22	4	1	-20	1	-4	4.4	0	-5
COc1ccc(CNC(=O)C/C(C)=N/NC(=O)Cc2ccc(OC)c(OC)c2)cc1	2	3	-2	-4	-12	-5	0.6	35	1
COCCNC(=O)/C(C#N)=C/c1cc(C)n(C2CCCCC2)c1C	27	7	6	6	-2	-19	4.5	-20	7
Cc1cc(C(=O)NC(=S)Nc2ccccc2N2CCOCC2)ccc1[N+](=O)[O-]	-2	4	0	-9	-4	-9	0.5	1	9
C=CCOc1ccc(/C(CC)=N/O)c(OC)c1	1	3	-1	-15	-4	-7	1.0	-3	-15
O=C(NCc1ccco1)c1cc(-c2ccccc2)nc2ccccc12	-1	-2	0	-5	-5	-9[fluorescence artefact?]	-0.3	-10	-7
Cc1c(NC(=O)OCCNC(=O)COc2ccc(Cl)cc2Cl)sc(=S)n1C	4	2	4	-10	-2	0[fluorescence artefact?]	0.4	-16	-91
COC(=O)c1ccc(CN2CCN(C3CCCC3)C(CCO)C2)cc1 (stereo not given)	-3	4	0	-5	0	-11	-1.6	-2	-10
COC(=O)COc1ccc(S(=O)(=O)N2CCN(c3ccccc3F)CC2)cc1C	-1	3	1	-9	-18	6	0.4	4	1
Cc1ccc(OCC(O)CNC(=O)c2ccccc2C(=O)O)cc1 (stereo not given)	3	2	-2	-3	-23	9	0.1	-3	-23
Cc1ccccc1NC(=O)c1cnn(-c2ccccc2)c1NC(=O)c1ccco1	0	1	-2	nt	nt	nt	1.2	-11	nt

Four structures out of the list, arranged by formula weight, high to low.
SMILES	Hck Nef HTS	Runt-SMMHC FRET	Runt-CBFb FRET	MDM2 E3 inh	NCF1 inh	14-3-3 Bad inh	zVAD death inh	Tb hexokinase	EBV gp42 inh
Cc1c(NC(=O)OCCNC(=O)COc2ccc(Cl)cc2Cl)sc(=S)n1C	4	2	4	-10	-2	0[fluorescence artefact?]	0.4	-16	-91
COc1ccc(CNC(=O)C/C(C)=N/NC(=O)Cc2ccc(OC)c(OC)c2)cc1	2	3	-2	-4	-12	-5	0.6	35	1
CC(=O)O[C@H]1CC[C@@]2(C)C(CCC3C2CC[C@]2(C)OC(=O)CCC32)C1 (stereo not given in full)	-1	-3	2	-8	2	-5	0.1	0	-21
C=CCOc1ccc(/C(CC)=N/O)c(OC)c1	1	3	-1	-15	-4	-7	1.0	-3	-15

Further records follow.
SMILES	Hck Nef HTS	Runt-SMMHC FRET	Runt-CBFb FRET	MDM2 E3 inh	NCF1 inh	14-3-3 Bad inh	zVAD death inh	Tb hexokinase	EBV gp42 inh
O=C(N/N=C/c1cc(Br)cc(Br)c1O)c1ccncc1	20	-104	-117	8	-15	-22	73	4	21
Cc1ccc(-c2nc(SCC(=O)Nc3ccccc3OC(F)F)c3c(C)c(C(=O)O)sc3n2)cc1	99*	6	46	nt	-85	80*	0.0	-37	93*
O=C(Nc1ccc(N2CCOCC2)cc1)C1CC(=O)N(c2ccccc2)C1 (stereo not given)	21	nt	nt	-1	-5	6	7.0	-5	6
COc1ccc(CCNC(=O)CN2C(=O)c3cccc4cccc(c34)C2=O)cc1OC	18	2	1	-4	9	2	2.1	-14	-11
